All columns: NCI-60 one-dose screen, growth in % after 48 h at 10 µM unless noted; 100 = growth as untreated, 0 = no growth, -100 = all killed.
EKVX: EKVX NSCLC | 3% of 71,000 active
SK-MEL-5: SK-MEL-5 melanoma; 6.4% of 80,000 active; AID 1794755
M14: M14 melanoma; 6.2% of 80,000 active
SK-MEL-2: SK-MEL-2 melanoma; 4.7% of 77,000 active; AID 1794763
SK-MEL-28: SK-MEL-28 melanoma; 4.1% of 81,000 active; AID 1794761
HOP-62: HOP-62 NSCLC | AID 1794735 | 3.9% of 80,000 active
HOP-92: HOP-92 NSCLC cells; 6.3% of 71,000 active; AID 1794738
A549/ATCC: A549/ATCC NSCLC. AID 1794740. 3.7% of 81,000 active
Active calls of the source: *; x = no result given; & = joins results of further samples; [ ] = remark or other dose. The calls were made as follows: active = growth percent below 10; inactive = the rest. Rows are unselected; any-hit rate near 11%.

item	structure	EKVX	M14	A549/ATCC	HOP-62	SK-MEL-2	HOP-92	SK-MEL-5	SK-MEL-28
1	N#Cc1c(-c2ccc(Cl)cc2)nc2c(-c3ccccc3)c(Nc3ccccc3)nn2c1N	61	70	29	58	96	35	93	83
2	COc1ccc(-c2nc3ccccc3c(=O)n2-c2ccc(NS(=O)(=O)C3C(=O)ON=[N+]3c3ccc(C)cc3)cc2)cc1 (stereo unspecified)	97	125	98	89	115	87	91	118
3	COC(=O)C1OC2(CCCCC2)OC1C(=O)OC (stereo unspecified)	x	104	108	105	112	105	102	106
4	CCN(C(C)=O)c1ccccc1	123	110	x	98	x	103	105	107
5	CCOC(=O)c1[nH]c(C)c(/C=N/NC(N)=O)c1C	105	103	92	87	107	109	102	105
6	CCOC(=O)c1c(NC(=O)c2ccc(C(F)(F)F)cc2)sc2c3c(ccc12)OCN(C)C3	80	30	-38*	-53*	73	15	95	96
7	Nc1ccc(C(=O)NCC(=O)O)cc1	100&101&110	96&103	104&102&100	101&95&113	100&99&104	108&89&70	103&92&94	103&115&110
8	CC(C)CCSc1nc(NC2CC2)c(C#N)c(-c2ccccc2)n1	89	104	100	77	95	92	98	102
9	O=C(SC1=NCCS1)SC1=NCCS1	118	101	101	104	103	117	x	110
10	COc1c2c(c(OC)c3c1OC(=O)CC3c1coc3ccccc3c1=O)OCO2 (stereo unspecified)	96	101	103	97	100	92	105	102
11	CCOC(=O)C1[C@@H]2C(=O)N(c3ccc(C)cc3)C(=O)[C@@H]2[C@H](c2cn(-c3ccccc3)nc2-c2ccccc2)N1Cc1ccccc1 (stereo partly specified)	x	103	93	117	96	96	99	108
12	CCOC(=O)COc1ccc(/C=C2\CC/C(=C\c3ccc(OCC(=O)OCC)c(OC)c3)C2=O)cc1OC	x	102	99	86	x	89	102	97
13	CC(=O)Nc1cc(N2CCOCC2)c2nc(NC(=O)c3[nH]c(C)c(Cl)c3Cl)sc2c1	85	72	72	69	83	119	78	67
14	Cc1ccc2oc(=O)cc(-c3c4nc(c(-c5cc(=O)oc6ccc(C)cc56)c5ccc([nH]5)c(-c5cc(=O)oc6ccc(C)cc56)c5nc(c(-c6cc(=O)oc7ccc(C)cc67)c6ccc3[nH]6)C=C5)C=C4)c2c1	97	102	83	104	100	94	98	111
15	COc1cccc(CC(C)=C(c2ccc(OCCN3CCCCC3)cc2)c2ccc(OCCN3CCCCC3)cc2)c1	18	-65*	2.4*	31	-65*	-4.5*	-96*	-88*
16	Cc1cc(SCc2ccccc2)nc(N)n1	97	115	105	105	119	85	117	106
17	O=C1c2ccccc2CCC12OC2c1ccc([N+](=O)[O-])cc1 (stereo unspecified)	110	95	94	148	98	81	98	108
18	COC(=O)[C@@H](CCCCNC(=O)[C@]12CCC(C)(C)C[C@@H]1C1=CC[C@@H]3[C@@]4(C)CCC(=O)C(C)(C)[C@@H]4CC[C@@]3(C)[C@]1(C)CC2)NC(=O)[C@]12CCC(C)(C)C[C@@H]1C1=CC[C@@H]3[C@@]4(C)CCC(=O)C(C)(C)[C@@H]4CC[C@@]3(C)[C@]1(C)CC2	97	112	105	98	108	113	102	102
19	c1c(-c2cc(C3CC3)[nH]n2)n[nH]c1C1CC1	77	99	89	99	104	89	82	100
20	COc1ccc(NC(=O)Cn2cc(CSc3nc4ccccc4o3)nn2)cc1	104	106	104	104	118	114	101	100
21	Cc1ccccc1C(c1ccccc1)c1ccccc1C	96	80	74	70	101	80	78	103
22	N=C1SCC(=O)N1c1ccc(NC(=O)c2ccccc2-c2ccccc2C(=O)O)cc1	107	98	98	102	97	83	104	104
23	COc1ccc(S(=O)(=O)NC2c3ccccc3CC2O)cc1OC (stereo unspecified)	103	99	102	102	104	109	103	114
24	Cc1ccc(/C=C2\CN(C(=O)OC(C)(C)C)C/C(=C\c3ccc(C)cc3)C2=O)cc1	84	43	82	95	84	84	79	87
25	CC(C)N1CCc2nc3sc(C(=O)Nc4ccccc4)c(N)c3cc2C1	x	108	90	94	114	56	95	108
26	CCOC(=O)C(C(=O)OCC)(c1ccccc1)C1CCCC1	97	99	99	105	105	90	111	109
27	CC(=O)NC(C(C)=O)C(C)=O	99	104	104	102	109	x	107	109
28	CCOC(=O)c1c(N2CCOCC2)[nH]c(=O)c(C=Nc2ccc(Cl)cc2)c1O	72	76	88	84	77	91	92	150
29	COc1ccc(-c2cc(-c3ccc(Cl)cc3)c3sc(=O)[nH]c3n2)cc1	87	107	82	77	93	x	96	108
30	COc1ccc(Nc2nc3ccccc3s2)cc1	85	99	94	90	115	88	98	99
31	CSc1nc(-c2cccs2)c(C#N)c(-n2nc(C)cc2C)n1	97	106	97	93	94	104	98	114
32	O=C(Cc1ccccc1)NNc1nc(Cl)nc(N2CCN(C(c3ccccc3)c3ccccc3)CC2)n1	92	82	98	99	100	74	100	101
33	O=[N+]([O-])c1ccccc1N(S(=O)(=O)c1ccccc1)S(=O)(=O)c1ccccc1	85&102	99&128	80&91	119&118	106	101&93	110	111&115
34	N#Cc1cnc2ccc(-c3cnc(N)nc3)cc2c1N1CCc2cc(F)c(Cl)cc21	-7.0*	x	4.6*	2.9*	-32*	-19*	-92*	7.1*
35	CCOC(=O)c1c(C)c2c(n1Cc1ccccc1)CSc1cc(C#N)c(=O)[nH]c1-2	67[100 µM]	90[100 µM]	75[100 µM]	59[100 µM]	92[100 µM]	-19*[100 µM]	100[100 µM]	105[100 µM]
36	O=C(c1c[nH]c2ccccc12)c1n[nH]c(=S)n1Cc1ccccc1	98	89	89	99	99	99	105	111
37	O=C(CCN1CCCC1)Nc1ccc2c(Nc3ccc(Br)cc3)c3ccccc3nc2c1	60	-75*	-42*	-20*	97	31	32	-29*
38	COc1cccc(C(CCc2cc(OC)c(OC)c(OC)c2)NC(C)=O)c1 (stereo unspecified)	97	118	103	102	104	104	115	116
39	COCCCNC1=C(Cl)C(=O)c2ccccc2C1=O	108	99	89	109	91	88	88	115
40	CCCCCC(=O)OC1(C(C)=O)CCC2C3CCC4=CC(=O)CCC4C3CCC21C (stereo unspecified)	85	79	80	106	70	65	70	95
41	Cc1ccc(S(=O)(=O)/C(=N\O)C(=O)c2ccc3ccccc3c2)cc1	x	97	101	94	x	x	x	107
42	O=C(Nc1ccc(OCC(=O)c2ccccc2)cc1)Nc1ccc(Cl)c(C(F)(F)F)c1	17	17	25	28	-54*	-14*	-61*	4.8*
43	COc1ccc(/C=C/c2n(Cc3ccc4ccccc4c3)c3ccccc3[n+]2Cc2ccc3ccccc3c2)cc1	-83*	-88*	-88*	-76*	-94*	x	-98*	-89*
44	O=C1c2ccccc2C(=O)c2c(NCC(O)CN3CCOCC3)cccc21 (stereo unspecified)	106	105	111	98	114	107	111	110
45	Cc1ccc(Cc2cnc(NC(=O)CN3C(=O)/C(=C\c4ccccc4)SC3=S)s2)cc1	98	107	103	109	106	113	102	106
46	CN1CCN(c2ncnc3c2[nH]c2ccc(Cl)cc23)CC1	x	94	97	103	98	97	103	102
47	Cc1ccc(/C=C/C(=O)O)cc1-c1cc2c(cc1C)C(C)(C)C=CC2(C)C	82	100	76	100	84	61	80	94
48	Clc1ccc(-c2cc(-c3ccc(Cl)cc3)nc(N3CCN(CCNc4ccnc5cc(Cl)ccc45)CC3)n2)cc1	95	108	100	84	101	65	101	99
49	N#CCNc1ccccc1N	90	93	92	85	107	x	96	110
50	Cc1c(C(=O)OCCO)cc(-c2ccc(Cl)cc2)n1-c1ccc(Cl)cc1	72	87	67	91	92	103	79	92

(further entries)
item	structure	EKVX	M14	A549/ATCC	HOP-62	SK-MEL-2	HOP-92	SK-MEL-5	SK-MEL-28
51	O=c1c(/C=C/c2c(O)ccc3ccccc23)nnc2sc(-c3cccc([N+](=O)[O-])c3)nn12	54	52	46	31	79	66	65	54
52	O=C1c2ccccc2C(=O)c2c1c(C(=O)NCc1ccccc1)c1ccccn21	105	105	77	94	88	92	100	113
53	N#C/C(=C\c1ccc(Cl)cc1)c1nc2ccccc2s1	86	101	79	85	113	x	97	107
54	Cc1c(N=Nc2ccccc2O)c(=O)[nH]c2[nH]c(=O)sc12	95	104	104	107	112	104	98	112
55	C=C(C)[C@H]1CC/C(C)=C/CC[C@]2(C)O[C@H]2CC/C(COC(=O)[C@@H](OC(C)=O)[C@H](NC(=O)c2ccccc2)c2ccccc2)=C\[C@@H]1O	85	91	87	98	119	59	79	104
56	CC1CCN(CCCCCOc2ccc3oc4ccccc4c(=O)c3c2)CC1	89	41	73	99	102	84	-12*	88
57	Cc1ccccc1OCC(O)CN1CCN(c2cccc(Cl)c2)CC1 (stereo unspecified)	114	99	104	125	108	93	132	96
58	C#CCC1(c2ccc(F)c(F)c2)NS(=O)(=O)c2ccccc21 (stereo unspecified)	103	107	77	86	91	106	103	121
59	CCCC/C=N\NC(=O)C[N+](C)(C)C	94	107	96	109	130	x	103	121
60	COc1ccc2oc(-c3ccc(Cl)cc3)c(N3CCN(C)CC3)c2c1	51	-66*	40	52	-16*	-17*	-15*	-12*

Compound profiles (already shown).
Listed for `Cc1c(N=Nc2ccccc2O)c(=O)[nH]c2[nH]c(=O)sc12` → EKVX: 95; M14: 104; A549/ATCC: 104; HOP-62: 107; SK-MEL-2: 112; HOP-92: 104; SK-MEL-5: 98; SK-MEL-28: 112
Listed for `COc1ccc2oc(-c3ccc(Cl)cc3)c(N3CCN(C)CC3)c2c1` → EKVX: 51; M14: -66*; A549/ATCC: 40; HOP-62: 52; SK-MEL-2: -16*; HOP-92: -17*; SK-MEL-5: -15*; SK-MEL-28: -12*

The list continues:
item	structure	EKVX	M14	A549/ATCC	HOP-62	SK-MEL-2	HOP-92	SK-MEL-5	SK-MEL-28
61	O=C(NO)c1ccc(Cn2c3c(c4cc(F)ccc42)CS(=O)(=O)CC3)cc1	87	90	86	78	91	98	98	88
62	CCCCCCCCCCCCCCN(C)C	x	96	108	99	102	125	99	108
63	CNC(=O)c1cc(-c2ccc(NC(=O)Nc3ccc(F)c(C(F)(F)F)c3)cc2)nc2cccnc12	75[6.25 µM]	97[6.25 µM]	83[6.25 µM]	83[6.25 µM]	106[6.25 µM]	101[6.25 µM]	100[6.25 µM]	113[6.25 µM]
64	C(=C\c1ccncc1)/c1ccccc1	88	102	93	97	134	100	110	85
65	CC(C)c1ccc(O)c(Cc2cc(C(C)C)ccc2O)c1	96	100	79	86	82	76	89	103
66	COc1ccc(CCN2C(=O)CSC2=S)cc1	96	101	102	104	x	x	x	94
67	CCOC(=O)Cc1csc2ccccc12	125	100	106	95	97	77	109	103
68	CCCCN(CCCC)c1ccc(C(=N)c2ccc(N(C)C)cc2)cc1	-12*	-93*	3.3*	-84*	-70*	-33*	-100*	-70*
69	CCN(CC)C(=O)c1ccccc1	102	101	99	112	112	98	106	115
70	C[C@@H](Nc1c(C#N)cnc2ccc(-c3cnc(Cl)c(NS(C)(=O)=O)c3)cc12)c1ccccc1	-9.4*	4.3*	4.8*	12	-29*	-14*	-83*	5.7*

Entries shown so far containing a CF3 group, in the order listed:
item	structure	EKVX	M14	A549/ATCC	HOP-62	SK-MEL-2	HOP-92	SK-MEL-5	SK-MEL-28
6	CCOC(=O)c1c(NC(=O)c2ccc(C(F)(F)F)cc2)sc2c3c(ccc12)OCN(C)C3	80	30	-38*	-53*	73	15	95	96
42	O=C(Nc1ccc(OCC(=O)c2ccccc2)cc1)Nc1ccc(Cl)c(C(F)(F)F)c1	17	17	25	28	-54*	-14*	-61*	4.8*
63	CNC(=O)c1cc(-c2ccc(NC(=O)Nc3ccc(F)c(C(F)(F)F)c3)cc2)nc2cccnc12	75[6.25 µM]	97[6.25 µM]	83[6.25 µM]	83[6.25 µM]	106[6.25 µM]	101[6.25 µM]	100[6.25 µM]	113[6.25 µM]

Next entries follow:
item	structure	EKVX	M14	A549/ATCC	HOP-62	SK-MEL-2	HOP-92	SK-MEL-5	SK-MEL-28
71	O=C(Oc1ccccc1)c1ccccc1O	102	99	75	89	114	105	101	100
72	Cc1nc2c(cnn2-c2ccccc2)c(=O)n1-c1ccc(NCC(=O)c2ccc(Cl)cc2)cc1	41	78	81	99	76	89	39	97
73	O=CNc1ccc(C(=O)O)c(O)c1	x	107	105	102	108	115	108	107
74	CCc1ccc(N(C(=O)C2CC2c2ccc(F)c(F)c2)C(C(=O)NC(C)(C)C)c2cc3cc(Br)ccc3nc2Cl)cc1 (stereo unspecified)	94	96	95	84	94	82	90	107
75	CCNC(=O)N1CCc2cc(OC)c(OCCc3ccc(OC)cc3)cc2C1c1ccc(OC)cc1C (stereo unspecified)	45	20	14	20	19	x	-1.6*	47
76	Cc1ccc(OC(=O)c2ccccc2Cl)cc1	82	89	94	86	113	127	101	104
77	O=C(O)CCCc1ccc(C2CCCC2)c2ccccc12	91	108	98	98	115	93	104	109
78	COC(=O)c1c(C(=O)OC)c2ccc3c4cccnc4ccc3n2c1C(=O)c1ccc(OC)cc1	103	77	93	89	74	84	93	99
79	COc1ccc(N=Nc2c(N)nn3c(N)c(C#N)c(-c4ccc(F)cc4)nc23)cc1	73	80	87	60	110	-3.0*	35	90
80	CCCCCCC1CCC(=O)O1 (stereo unspecified)	100	94	112	91	96	85	99	103
81	O=S(=O)(NC1c2ccccc2Oc2ccccc21)c1ccc(Cl)c(Cl)c1	104	98	97	94	103	91	108	115
82	COc1ccccc1N1CCN(C2=C(Cl)C(=O)c3ncccc3C2=O)CC1	98	88	112	93	96	135	96	98
83	Cc1c(C(=O)C(SC(=S)N2CCCCC2)SC(=S)N2CCCCC2)nnn1-c1ccc(Cl)cc1	104	103	100	103	101	105	97	102
84	Nc1nc(N)c2c(n1)NC(c1cccc(Nc3ccnc4cc(C(F)(F)F)ccc34)c1)CC(c1ccc(F)cc1)=N2 (stereo unspecified)	47	28	40	49	37	32	30	79
85	CNS(=O)(=O)Oc1ccc(NC(=O)C2CCCCC2)cc1	96	103	95	105	101	107	100	107
86	C=C(C)[C@@H]1CC[C@]2(C(=O)NCC(=O)N[C@@H](CO)C(C)C)CC[C@]3(C)[C@H](CC[C@@H]4[C@@]5(C)CCCNC(C)(C)[C@@H]5CC[C@]43C)[C@@H]12	106	104	98	96	108	97	97	101
